# RPL19A-GFP yeast: RPL19A-GFP expression modulators in yeast, primary screen, cell-based, S. cerevisiae, multiplex flow cytometry, MLPCN. S. cerevisiae RPL19A-GFP strain, 3 h; stronger effect = lower value. percent response vs DMSO, % at 10 µM. 0.3% of 330,000 active. AID 2025, 2009;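 active = percent response vs DMSO below 50%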;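 note: median channel GFP fluorescence of the barcoded RPL19A-GFP strain; ratio of sample median GFP to plate DMSO average so 100% = DMSO; lower means less RPL19A-GFP as with rapamycin TOR inhibition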
# VLA-4 inh: inhibition in human VLA-4 binding assay, primary screen, VLA-4 allosteric modulator project, MLPCN library, flow cytometry, VLA-4 expressing cells | Integrin alpha-4 (Homo sapiens), P13612 | ligand binding flow cytometry | AID 2557, 2010 | inhibition, % (about 7 µM as worked out from the volumes in the protocol) | 0.2% of 330,000 active; in the data active = inhibition above about 50%
# MEP2-GFP yeast: modulators of MEP2-GFP levels in yeast, primary screen, S. cerevisiae, multiplex flow cytometry, MLPCN library; S. cerevisiae MEP2-GFP strain, 3 h; 100% = DMSO control level; GFP response vs DMSO, % at 10 µM; 0.51% of 330,000 active;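 active = GFP response versus DMSO above a set limit, roughly screen mean plus 3 SD, cut at about 180% in these data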;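 note: median GFP fluorescence of the barcode-gated MEP2-GFP cells per well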
# CR mimetic SO: reduction of superoxide in aged yeast, primary screen, HTS | S. cerevisiae aged cells, superoxide DHE fluorescence; stronger effect = lower value | superoxide response (% of plate mean), % at 10 µM | 0.18% of 330,000 active | AID 2690, 2010;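 active = superoxide response under a set limit, about three screen SD below normal, cut at about 65% in these data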;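 note: yeast aged for seven days with compound at 30 °C before DHE staining; 100% = average MFI of all compound-treated wells on the plate with controls excluded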
# CIT2-GFP yeast: modulators of CIT2-GFP expression in yeast, primary screen, S. cerevisiae, GFP fusion, multiplex flow cytometry, MLPCN library | GFP response vs DMSO, % at 10 µM | 0.065% of 320,000 active | AID 2029, 2009 | S. cerevisiae CIT2-GFP strain, 3 h; 100 means same as DMSO wells;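 active = GFP response relative to DMSO above a set limit, near the screen mean plus 3 SD, cut at about 150% in these data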;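 note: ratio of well median GFP fluorescence to mean of DMSO wells on the plate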
# GRK2 aptamer HTS: compounds blocking aptamer binding on GRK2 – biochemical, human GRK2, bead flow cytometry, HTS, primary screen; AID 488847, 2010; inhibition of aptamer binding, % at 10 µM; Beta-adrenergic receptor kinase 1 (Homo sapiens), P25098; FAM-aptamer displacement from GRK2; 0.59% of 330,000 active;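 active = inhibition of aptamer binding above 40%, roughly 3 SD of noise, on plates passing a quality check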;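 note: median bead fluorescence of bound FAM aptamer so fluorescent compounds give negative values; no value below 0 was filed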
# Target sequence (P25098 whole entry, looked up): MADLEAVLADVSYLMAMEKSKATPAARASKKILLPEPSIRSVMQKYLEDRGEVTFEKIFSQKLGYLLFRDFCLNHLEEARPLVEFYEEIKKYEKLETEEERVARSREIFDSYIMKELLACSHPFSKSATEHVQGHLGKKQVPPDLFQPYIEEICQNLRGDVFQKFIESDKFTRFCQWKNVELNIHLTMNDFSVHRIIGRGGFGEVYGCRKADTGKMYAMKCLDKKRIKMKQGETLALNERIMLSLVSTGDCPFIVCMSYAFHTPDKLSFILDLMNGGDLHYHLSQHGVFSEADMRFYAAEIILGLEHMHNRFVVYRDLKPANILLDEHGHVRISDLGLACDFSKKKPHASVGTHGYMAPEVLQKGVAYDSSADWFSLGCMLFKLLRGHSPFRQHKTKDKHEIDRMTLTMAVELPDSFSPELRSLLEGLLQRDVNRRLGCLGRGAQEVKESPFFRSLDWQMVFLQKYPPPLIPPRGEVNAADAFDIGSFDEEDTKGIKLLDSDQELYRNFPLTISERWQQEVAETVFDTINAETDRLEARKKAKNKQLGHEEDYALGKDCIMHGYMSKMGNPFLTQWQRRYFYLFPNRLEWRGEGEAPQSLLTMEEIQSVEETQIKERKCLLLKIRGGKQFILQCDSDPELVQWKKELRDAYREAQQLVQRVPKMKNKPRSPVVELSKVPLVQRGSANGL
# LAP4 TOR yeast: modulators of LAP4-GFP expression in yeast, primary screen, S. cerevisiae, multiplex flow cytometry, MLPCN library; 3 h; median GFP as percent of DMSO wells; GFP response vs DMSO, % at 10 µM; 0.34% of 320,000 active;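 active = GFP response vs DMSO above a set limit, about the screen mean plus 3 SD, cut at about 150% in these data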
# AGP1 TOR yeast: modulators of AGP1-GFP expression in yeast TOR pathway, primary screen, cell-based, multiplex flow cytometry, S. cerevisiae, MLPCN library. 3 h; GFP as percent of DMSO wells. AID 2066, 2009. GFP response vs DMSO, % at 10 µM. 0.02% of 320,000 active;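 active = GFP response relative to DMSO above a set limit, near screen average plus 3 SD, cut at about 150% in these data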;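 note: median GFP channel fluorescence of the gated AGP1 strain per well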
# * hit, by the source's call; · = no result given. This is a random part of the collection; any-hit rate near 1.7%.
Compound	VLA-4 inh	LAP4 TOR yeast	CR mimetic SO	RPL19A-GFP yeast	CIT2-GFP yeast	AGP1 TOR yeast	GRK2 aptamer HTS	MEP2-GFP yeast
CCCn1nnc(NC(=O)COc2cc(C)ccc2C(C)C)n1	19	112	107	96	95	94	2	98
Cc1cc(C)c2nc(N3CCC(C(=O)NCC4CCCO4)CC3)sc2c1 (stereo unspecified)	15	101	87	95	91	94	1	95
Cc1ccc(NC(=O)COC(=O)/C=C/c2ccc(Br)o2)cc1S(=O)(=O)N(C)C	-21	100	82	96	94	94	1	101
Cc1c(NC(=S)Nc2ccccc2)c(=O)n(-c2ccccc2)n1C	5	102	89	97	98	102	1	100
CCOCCn1c(COc2ccccc2)nc2ccccc21	2	104	88	94	95	95	0	94
Cc1cc(OCC(=O)O)c2cccc(C)c2n1	2	96	99	104	98	106	0	105
O=C(CCCN1C(=O)/C(=C/c2cccs2)SC1=S)NNC(=O)c1ccc(F)cc1	9	96	106	107	98	104	0	103
O=C(COC(=O)c1ccc2c(c1)OCCO2)NC1CCCCC1	4	96	114	97	91	94	0	94
Cc1ccc(C(C)C)cc1S(=O)(=O)NCc1cccnc1	-6	98	107	98	96	95	0	100
COc1ccc(NC(=O)CSc2nn3c(=O)c(C)nnc3s2)cc1	9	111	92	101	98	102	0	108
COc1cc(S(=O)(=O)NC2CCCCC2C)ccc1F (stereo unspecified)	-3	111	112	103	101	104	1	99
Cc1ccc(S(=O)(=O)N2CCC(C(=O)N3CCCC(C(F)(F)F)C3)CC2)cc1C (stereo unspecified)	4	100	97	101	96	100	0	107
O=C(COc1ccc(Cl)cc1Cl)NN1C(=O)/C(=C\c2ccc(Cl)cc2)SC1=S	5	103	106	93	93	98	0	95
Cc1ccc(/C=C2\SC(=O)N(CCC(=O)N3CCN(C)CC3)C2=O)cc1	20	102	130	96	94	92	1	104
O=C(NCCCCCNC(=O)c1cccnc1)c1cccnc1	11	107	90	99	96	103	1	105
CC(C)(C)OC(=O)N[C@@H](Cc1c[nH]c2ccccc12)c1nnc(SCC(N)=O)o1	7	93	95	102	·	94	0	99
COc1cccc(Nc2nnc(SCC(=O)N3CC(C)OC(C)C3)s2)c1 (stereo unspecified)	16	96	104	101	95	102	1	100
C[C@@H](C(=O)N1CCN(Cc2ccc3c(c2)OCO3)CC1)n1nnc2ccccc2c1=O	4	92	109	101	101	100	2	95
CN1CCN(CCCNC(=O)c2cn(C)c3ccc(S(=O)(=O)N(C)C)cc3c2=O)CC1	-26	104	91	102	111	108	4	112
CN(C)/C=C1/OC(=O)C(C#N)=C1c1ccc(Cl)cc1	-1	91	94	103	107	109	5	106
COC(=O)C1=C(C)N(c2cccc(C(C)=O)c2)C(=O)C1	1	97	96	96	91	99	0	94
COc1ccc(Cc2nnc(N/N=C(\C)c3ccccc3)[nH]c2=O)cc1OC	13	97	117	97	95	98	0	94
CC(C)(C)c1nnc(NC(=O)c2ccc3c(c2)OCO3)s1	10	98	108	101	106	103	0	97
Cc1ccc(S(=O)(=O)O)c(C)c1N1CCCC1=O	-2	95	111	88	83	86	4	93
Nc1nc(N)nc(-c2cc(Cl)ccc2Cl)n1	-5	105	95	101	103	102	2	93
CC1=C(C)CC(C(=O)NCc2ccccn2)C(C(=O)O)C1 (stereo unspecified)	13	89	103	98	93	97	3	90
COc1ccccc1S(=O)Cc1ccc(C(=O)NCCc2ccc(Cl)cc2)o1 (stereo unspecified)	-6	101	117	90	91	95	1	105
CC(C)OC(=O)CSc1nnc(-c2ccc(O)cc2)n1Cc1ccccc1	2	95	118	95	88	91	1	96
COc1ccc(N2CCN(C(=O)c3ccc4nc(N5CCCCC5)sc4c3)CC2)cc1	-5	98	98	95	94	96	5	97
CCn1c(=O)c2cc(C(=O)NCc3cccs3)sc2c2ccccc21	-6	94	107	97	93	101	2	96

Compound	VLA-4 inh	LAP4 TOR yeast	CR mimetic SO	RPL19A-GFP yeast	CIT2-GFP yeast	AGP1 TOR yeast	GRK2 aptamer HTS	MEP2-GFP yeast
O=C(Nc1nc(-c2cccs2)cs1)c1cccc(S(=O)(=O)N2CCCCCC2)c1	-1	89	110	92	85	104	2	99
Cc1cccc(NC(=O)c2cc(Cl)nc3ccccc23)c1	1	96	85	94	101	95	0	93
CCCCOc1ccc(C(=O)NCC(=O)NCCOc2ccc(C)cc2)cc1	-4	111	95	98	94	97	1	93
CCN(CC)CCCNC(=S)N1CCC(c2nc3ccccc3[nH]2)CC1	9	76	98	95	96	90	6	89
CCc1cc2c(=O)[nH]c(COC)nc2s1	16	88	115	91	94	90	0	101
COc1ccc(Br)cc1/C=C/C(=O)NC(=S)Nc1ccc(CN2CCOCC2)cc1	-7	112	132	106	106	105	3	105
O=C(CCS(=O)(=O)c1ccc(Cl)cc1)Nc1nnc(-c2cccs2)o1	1	99	95	95	98	104	1	94
NC(=O)C1CCN(Cc2cccc(OCc3ccccc3)c2)CC1	-10	90	90	107	96	102	0	103
CCCCCNC(=O)c1cccc(S(=O)(=O)N2CC3(C)CC2CC(C)(C)C3)c1 (stereo unspecified)	3	105	100	97	91	101	1	98
O=C(c1ccc(Cl)cc1)C1CCN(CC(=O)N2CCCCC2)CC1	-15	101	106	101	98	99	0	103
c1ccc(Nc2cccc3c(Nc4ccccc4)cccc23)cc1	-2	112	97	102	103	104	1	105
CC(=O)c1c(O)cc(C)n(Cc2ccccc2)c1=O	-9	107	90	108	111	103	1	108
Cc1[nH]c(=O)c(C#N)c(C)c1[N+](=O)[O-]	6	104	99	97	93	108	0	100
CSc1nnc(-c2cccc(NC(=S)NN)c2)o1	-10	96	140	100	91	92	0	99
Cc1ccc(C(=O)NNC(=O)c2ccncc2)cc1S(=O)(=O)N1CCOCC1	16	108	94	96	105	107	2	96
CCOC(=O)C1CCCN(C2=NC(=O)/C(=C/c3ccc(OC)cc3OC)S2)C1 (stereo unspecified)	3	92	102	105	98	93	0	107
COc1cc(CN2CCCCCC2)cc(Br)c1O	7	92	101	102	102	101	2	100
Cc1ccc(OCC(=O)N2CCCCCCC2)cc1C	10	104	83	102	98	98	0	101
COC(=O)[C@H](CC(C)C)NC(=O)N1CCC(C)CC1	-10	108	105	99	107	105	0	98
COc1ccc(Nc2nc(-c3ccccc3)c(C(=O)Nc3cccnc3)s2)cc1	11	90	70	95	93	90	1	95
CCOc1ccc(C2=CSC3=NCCN23)cc1Cl	14	90	106	101	98	97	0	107
O=S1(=O)CC(NCc2ccccc2)C(Nc2ccccc2)C1 (stereo unspecified)	10	106	89	97	96	99	2	103
CC(=O)NC(C)c1ccc(C(=O)CSc2nnc(C3CC3)n2C2CC2)cc1 (stereo unspecified)	2	86	101	93	92	95	2	96
CCc1ccccc1NNC(=O)c1snnc1C	-11	103	111	108	120	108	10	114
O=C(NC1CCCCC1)C1CCCN1C(=O)NCc1ccccc1 (stereo unspecified)	0	100	117	101	98	97	5	98
O=C(OCC(=O)N1CCCCC1)c1cccs1	-5	88	103	98	104	96	1	86
CN(C(=O)COC(=O)Cn1c(C(F)(F)F)nc2ccccc21)c1c(N)n(Cc2ccccc2)c(=O)[nH]c1=O	-8	76	100	83	91	79	3	93
Cc1ccccc1NC(=S)NC(C)CCc1ccccc1 (stereo unspecified)	-1	106	111	106	102	100	0	124
COc1ccc(NS(=O)(=O)c2ccc(NC(=S)NC(=O)c3ccc(F)cc3)cc2)nn1	-1	92	98	102	88	96	0	98
CC(C)(C)c1ccc(OCC(=O)NNC(=O)CCc2ccccc2)cc1	21	96	104	103	101	108	2	105

Compound	VLA-4 inh	LAP4 TOR yeast	CR mimetic SO	RPL19A-GFP yeast	CIT2-GFP yeast	AGP1 TOR yeast	GRK2 aptamer HTS	MEP2-GFP yeast
COc1ccc(N2CCN(C(=O)CSc3nnc4c(C)cc5cc(C)ccc5n34)CC2)cc1	1	110	95	98	92	95	0	105
CCCc1ccc(C(=O)O/N=C(\N)c2ccccn2)cc1	3	87	101	108	97	70	0	96
Cc1cc(OC(=O)c2ccc(C(C)(C)C)cc2)c([N+](=O)[O-])c(=O)[nH]1	9	103	123	105	101	94	1	93
NCCCC[C@@H](C(=O)NCCCCCCCCCCC(=O)N1CCNCC1)n1cc(CCCC(=O)O)nn1	21	127	87	92	68	78	3	92
COC(=O)N/N=C1\CCCc2ccccc21	14	86	89	97	97	96	22	99
CCN(c1cccc(C)c1)S(=O)(=O)c1ccc2c(c1)NC(=O)CCS2	4	89	117	96	92	93	0	91
Cc1cnc(-c2nnc(N(C)C(=O)C3CCOC3)s2)cn1 (stereo unspecified)	-9	98	81	99	100	99	0	102
CCn1c(=O)cc(OCC(=O)NCCCN2CCCC2=O)c2ccccc21	-4	91	91	98	97	95	10	114
COc1ccccc1NC(=O)N1CCCC1C(=O)Nc1ccc2c(c1)OCCO2 (stereo unspecified)	31	90	97	102	108	101	3	108
CCCCc1c(O)nc2ccccn2c1=O	0	102	97	101	101	99	4	108
Cc1cc(NC(=O)CCc2ccccc2)c([N+](=O)[O-])cc1C	4	94	92	101	95	96	2	97
CC(C)CCN1CCN(CC#Cc2ccccc2)CC1CCO (stereo unspecified)	37	100	102	104	105	102	0	107
COc1cccc(N=C2NC(=O)/C(=C/c3cc([N+](=O)[O-])ccc3O)S2)c1	-39	100	97	101	103	102	6	104
CCCS(=O)(=O)N1CCN=C1SCc1ccc(F)cc1	1	110	103	100	100	108	1	111
CC1CCN(CCC(=O)Nc2ccc3c(c2)OCCO3)CC1	12	100	63*	102	104	111	0	99
CCOC(=O)c1cc(=O)n(-c2ccc(Cl)cc2C)[nH]1	-11	95	92	104	106	99	0	108
C/C(=N\OCC(=O)OCC(=O)N(Cc1ccccc1)C(C)(C)C)c1ccc2c(c1)OCO2	-7	101	107	98	102	105	0	101
COC(=O)c1ccc2nc(NC(=O)C(C)C)sc2c1	7	102	91	100	99	96	3	111
CCOCCCNC(=O)Cn1cnc2c(cnn2-c2ccc(OC)cc2)c1=O	-3	91	109	91	96	93	0	107
O=C(c1ccco1)N1CCN(Cc2cc(=O)c(OCc3ccccc3)co2)CC1	2	104	113	97	88	97	0	98
CC1CN(C(=O)c2cc3cc(F)ccc3[nH]2)CC(C)O1 (stereo unspecified)	2	91	93	106	103	100	3	105
Clc1cccc(CSc2ccc(-c3cccnc3)nn2)c1	-3	114	117	99	79	99	0	104
C=CCN(c1ccccc1C(=O)O)S(=O)(=O)c1ccc(C)cc1	-6	94	92	100	81	90	0	96
Cc1cccc(C)c1OCc1nnc(SCC(=O)Nc2nccs2)n1-c1ccccc1	-5	105	100	102	108	107	0	105
C=CCNC(=O)CN(Cc1ccccc1)S(=O)(=O)c1ccccc1	12	88	99	102	100	99	0	97

# Some of these compounds in order of their number in RPL19A-GFP yeast, falling:
SMILES | RPL19A-GFP yeast
CCc1ccccc1NNC(=O)c1snnc1C | 108
COc1ccc(Br)cc1/C=C/C(=O)NC(=S)Nc1ccc(CN2CCOCC2)cc1 | 106
CCN(c1cccc(C)c1)S(=O)(=O)c1ccc2c(c1)NC(=O)CCS2 | 96

# Bioassay records as filed in PubChem.
